From PubChem
CaV13 FRET inh = Primary screen for inhibitors of IQ motif and Ca2+-dependent inactivation inhibitor domain binding in CACNA1D, Förster resonance energy transfer in living cells, …. HEK cells, CFP/YFP FRET ICDI-IQ, plate reader, 10 min; percent FRET-ratio fall versus neutral wells. 340,000 compounds, 0.098% hits. inhibition, % at 12.3 µM;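 active = mean replicate inhibition of at least 30% and at least 1% of replicates passing that level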;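 also: 0% = median of the neutral control wells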
Glyco luc inh = blocks N-linked glycosylation in D54 reporter cells | reporter increase, % at 12.5 µM | D54 ERlucT glycosylation luciferase reporter, 24 h; percent of 100 nM tunicamycin response | AID 588692 | 360,000 compounds, 0.23% hits;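 active = mean luciferase reporter signal, scaled so untreated is 0 and the glycosylation-blocking control 100, at or above a set limit in every replicate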;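 also: luciferase carries N-glycosylation sites so blocking glycosylation raises the light; 0% = median of neutral control wells and 100% = median of 100 nM tunicamycin wells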
HTR2A ag = agonists of mouse serotonin 5-HT2A receptor (HTR2A); P35363; CHO-K1 mHTR2A beta-arrestin complementation, luminescence; percent of 30 µM serotonin response; activation, % at 7.6 µM; 360,000 compounds, 0.66% hits; AID 624169;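 active = activation above a run cutoff, the mean activation of all tested compounds plus 3 SD, cut at about 14% in these data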;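 also: 0% = plate median of compound wells and 100% = 30 µM serotonin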
Target sequence (P35363 whole entry, looked up): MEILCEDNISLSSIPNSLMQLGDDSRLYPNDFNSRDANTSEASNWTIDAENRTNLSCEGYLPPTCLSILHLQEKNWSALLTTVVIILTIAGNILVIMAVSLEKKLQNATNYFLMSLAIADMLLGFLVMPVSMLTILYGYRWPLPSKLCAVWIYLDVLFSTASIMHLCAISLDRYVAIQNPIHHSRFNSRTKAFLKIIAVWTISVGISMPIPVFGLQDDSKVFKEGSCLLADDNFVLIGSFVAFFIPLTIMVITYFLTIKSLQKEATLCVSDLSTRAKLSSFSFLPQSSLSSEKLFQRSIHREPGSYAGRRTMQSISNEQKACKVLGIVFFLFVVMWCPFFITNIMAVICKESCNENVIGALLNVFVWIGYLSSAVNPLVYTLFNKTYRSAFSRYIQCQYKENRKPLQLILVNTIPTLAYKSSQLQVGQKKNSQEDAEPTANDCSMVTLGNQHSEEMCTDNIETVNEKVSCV
H9c2 protect = protects H9c2 cardiomyocytes from peroxide injury. H2O2 injury protection, ATPLite, 2 h. protection from H2O2 cell death, % at 20 µM. 360,000 compounds, 0.63% hits;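 active = compounds giving at least 50% protection of heart cells from peroxide-induced death in the single-dose screen, raw or plate-pattern-corrected value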;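 also: 0% = DMSO wells with peroxide and 100% = DMSO wells without peroxide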
MC4R antag cAMP = antagonists of human melanocortin 4 receptor (MC4R) | P32245 | MC4R-expressing cells, MTII-stimulated cAMP, LANCE TR-FRET | inhibition, % at 6.5 µM | 360,000 compounds, 0.48% hits | AID 540295;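 active = inhibition above its plate's cutoff, the mean of tested wells on that plate plus 3 SD, cut at about 29% in these data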;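 also: 0% = Melanotan II alone and 100% = Melanotan II plus saturating MCL0020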
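Test system: U2OS cells stably expressing human melanocortin 4 receptor (MC4R); also added: Melanotan II challenge; compound: 6.5 µM single dose; timing: 30-min compound preincubation, 1-h Melanotan II challenge, 1-h detection, room temperature; signal: Eu-cAMP/anti-cAMP TR-FRET, emission 671 nm; repeats: one well per compound, no replicates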
Exocytosis inh = lytic granule exocytosis inhibition; TALL-104 LAMP-1 surface exposure, flow cytometry; cells stimulated with thapsigargin and PMA; inhibition, % at 10 µM; 360,000 compounds, 0.66% hits; AID 651702;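 active = inhibition above about 55%, limit read from the data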
ABCB6 inh MLPCN = blocks the human ABCB6 transporter; Q9NP58; 360,000 compounds, 0.19% hits; fluorescence ratio to DMSO, % at 10 µM; AID 602162; K562-ABCB6 porphyrin accumulation, flow cytometry, 1 h; hits give low values;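 active = fluorescence ratio to DMSO below 75%, the collection mean minus 3 SD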;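 also: signal is porphyrin accumulated inside mitochondria; 100% equals median channel fluorescence of DMSO control wells; lower ratio means ABCB6 inhibition with less porphyrin fluorescence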
PDI inh = blocks human protein disulfide isomerase activity. 350,000 compounds, 0.052% hits. PDI insulin aggregation turbidity, A650, 90 min. inhibition, % at 10 µM. AID 588391;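 active = mean inhibition across replicates of 30% or more, whatever share of single replicates reach that level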;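 also: absorbance from insulin aggregation driven by PDI reduction with DTT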
Target sequence (P07237 whole entry, looked up): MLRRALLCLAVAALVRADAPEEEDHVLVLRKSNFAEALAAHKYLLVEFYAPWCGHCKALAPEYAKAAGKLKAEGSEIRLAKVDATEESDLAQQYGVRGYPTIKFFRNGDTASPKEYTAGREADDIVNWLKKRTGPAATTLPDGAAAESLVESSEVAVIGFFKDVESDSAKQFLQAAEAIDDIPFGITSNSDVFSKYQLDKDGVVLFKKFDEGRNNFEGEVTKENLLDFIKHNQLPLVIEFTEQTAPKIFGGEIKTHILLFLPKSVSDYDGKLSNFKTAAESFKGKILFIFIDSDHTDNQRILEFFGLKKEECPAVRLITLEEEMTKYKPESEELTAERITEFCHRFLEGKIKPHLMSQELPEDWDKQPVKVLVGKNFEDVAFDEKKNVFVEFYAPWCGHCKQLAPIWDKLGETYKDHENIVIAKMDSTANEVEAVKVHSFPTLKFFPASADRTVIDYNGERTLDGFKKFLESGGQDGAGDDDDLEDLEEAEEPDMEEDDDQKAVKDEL
ABHD5-PLIN5 inh = blocks binding of human ABHD5 to perilipin-5. Q00G26+Q8WTS1. Split G. princeps luciferase complementation, luminescence, 4 h. inhibition, % at 4 µM. 360,000 compounds, 0.78% hits;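 active = inhibition above the mean inhibition across every tested compound plus 3 SD, cut at about 22% in these data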;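 also: 0% = DMSO only wells and the 100% control is not disclosed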
MC4R ag barr = activates human MC4R beta-arrestin recruitment | P32245 | U2OS MC4R beta-arrestin complementation, luminescence; percent of melanotan II response, DMSO zero | activation, % at 8.9 µM | 360,000 compounds, 0.98% hits | AID 540308;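 active = activation above a per-plate cutoff, the mean activation of sample wells on that plate plus 3 SD, cut at about 8% in these data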
* = called active by the depositor; . = not tested or not shown.

SMILES	CaV13 FRET inh	Glyco luc inh	HTR2A ag	H9c2 protect	MC4R antag cAMP	Exocytosis inh	ABCB6 inh MLPCN	PDI inh	ABHD5-PLIN5 inh	MC4R ag barr
O=C(COC(=O)/C=C/c1ccc(OC(F)F)cc1)NC(=O)NC1CCCCC1	-5	-1	3	-6	4	-4	97	3	-2	0.1
CCOc1ccc(NC(=S)N2CCN(S(=O)(=O)c3ccc(OC)cc3)CC2)cc1	-2	0	-8	-11	0	-3	99	15	5	-4.0
COC(=O)[C@@H](Cc1ccccc1)NC(=O)[C@H]1O[C@@H](n2cnc3c(N)ncnc32)[C@H](O)[C@@H]1O	-6	1	1	-2	.	7	95	.	-1	.
CCOc1ccccc1-n1nnnc1SCC(=O)Nc1cc(C)on1	-5	1	-7	4	-2	2	108	1	6	-2.1
O=C(COc1cccc(C(F)(F)F)c1)NNC(=O)Cn1c(=O)cnc2ccccc21	-8	2	-3	-7	3	3	93	7	-1	-3.3
O=C(C/C=N\OCc1ccc([N+](=O)[O-])cc1)Nc1ccc(Br)cc1	-7	-1	-5	-8	9	1	213	-2	-2	-3.4
COc1ccccc1Nc1nc(NCCO)nc(N)c1[N+](=O)[O-]	-2	1	-1	15	-7	-4	91	20	10	-2.1
Cc1cc(C)n(-c2nc3c(c(=O)[nH]c(=O)n3C)n2Cc2cccc(Br)c2)n1	0	-2	2	-2	8	0	100	-4	10	-0.7
CC(=O)c1cc2c(cc1F)C(C)(C)CCC2(C)C	-7	0	-3	0	7	0	101	-2	-11	1.5
COc1ccc(CN2C(=O)CSCC2=O)cc1OC	-4	-1	6	-2	4	9	98	0	-4	-0.1
O=C(Nc1ccc(F)cc1)c1ccc2nsnc2c1	-3	0	-3	-2	15	-1	96	-5	-6	-2.7
O=C(c1cc2nc(C3CC3)cc(C(F)(F)F)n2n1)N1CCCC1	0	0	-3	11	13	0	96	-7	-3	0.2
NC(=O)C1CCN(C2CC(=O)NC2=O)CC1 (centres undefined)	-5	0	0	-4	13	-1	97	-4	-1	-1.7
CC(OC(=O)c1ccccc1Oc1ccccc1)C(=O)NC1CC1 (centres undefined)	-6	-2	-2	-4	7	1	99	2	-3	-0.9
CC/C(=N\NC(=O)c1ccc2c(c1)OCO2)C12CC3CC(CC(C3)C1)C2	-4	2	-2	-10	-6	1	98	-1	-2	2.9
COc1ccc(C(=O)CN2CC(C)SC2=Nc2ccc(Cl)cc2)cc1 (centres undefined)	-5	-5	-2	-4	-3	2	87	3	4	1.7
O=C(NCc1ccc2c(c1)OCO2)C1CCN(S(=O)(=O)N2CCCCC2)CC1	-4	2	-2	1	17	-2	96	2	-3	2.0
O=C(CC(=O)N/N=C/c1ccccc1O)NCc1cccnc1	-5	2	2	63*	-12	-2	95	15	1	-1.9
CC(C)NC(=O)NC(=O)CN1c2cccc3cccc(c23)S1(=O)=O	-5	-1	12	9	16	-1	96	-2	5	0.0
CC(C)(C)N=C1NC(=NC(C)(C)C)c2ccccc21	-10	-3	0	-20	3	-2	97	8	11	2.8
Cc1c(C)c2ccc(OC(C)C(=O)NC3CCN(Cc4ccccc4)CC3)cc2oc1=O (centres undefined)	-2	3	1	-4	-2	-1	94	-5	6	-1.9
CCOC(=O)[C@H]1[C@H]2COc3ccc(Cl)cc3[C@@H]2N2C(=O)c3cc(OC)ccc3NC(=O)[C@@]12C	-5	-2	1	44	3	-2	95	-3	-2	0.1
O=C(/C=C\Nc1ccc(Br)cc1)c1cccnc1	-5	-11	-2	-15	22	0	99	-6	-2	-1.4
Cc1ccc(-c2nc3ccc(C)cn3c2Cc2ccccn2)cc1	-7	.	3	.	.	0	110	.	3	.
Cc1ccc2c(c1)C1(OCCO1)C(=O)N2	-4	-1	0	-8	2	-2	122	-17	-3	0.3
Cc1nnsc1C(=O)N(Cc1ccccc1)C(C)C	-5	2	3	1	15	11	100	0	5	-1.4
Cc1cccc(NC(=O)C[n+]2ccccc2)c1	-2	2	6	-2	-6	0	95	1	4	-1.5
COc1ccc(N2C(=NC(=O)C3CCCCC3)SC3CS(=O)(=O)CC32)cc1Cl (centres undefined)	-2	-1	11	-2	11	0	99	8	-3	-0.5
COc1ccc(OCCN(C)Cc2ccccc2)cc1	-4	-1	11	0	3	-1	86	-2	-3	-1.6
CC(=O)Nc1ccc(-c2nc3ccc(NC(C)=O)cc3o2)cc1	-23	-1	11	4	2	20	100	-14	11	-0.2
CC(C)(C)C(=O)Cn1nc(Cl)nc1Cl	9	2	-1	9	5	-3	88	8	-1	-1.3
Cc1ccc(NC(=O)CS(=O)CC(=O)NC2CCN(Cc3ccccc3)CC2)c(C)c1 (centres undefined)	-5	0	0	-2	12	-3	95	7	8	-1.5
CCn1nnnc1NCc1c(OC)ccc2ccccc12	-3	0	-3	0	4	2	102	3	-5	-0.5
OC(COc1ccc(Cl)c2ccccc12)CN1CCN(c2ccccn2)CC1 (centres undefined)	-2	1	1	2	3	1	94	6	2	1.1
Cc1cc2cc(C#N)c(N3CCOCC3)nc2cc1Cl	-18	7	-1	-5	10	-4	106	1	-1	-1.3
O=C1OC(c2cc(Br)c(O)c(Br)c2)c2ccccc21 (centres undefined)	-10	1	2	-1	4	2	93	6	0	-1.6

Only CaV13 FRET inh and H9c2 protect (2 entries from above):
Compound | CaV13 FRET inh | H9c2 protect
CC(=O)Nc1ccc(-c2nc3ccc(NC(C)=O)cc3o2)cc1 | -23 | 4
CC(C)(C)C(=O)Cn1nc(Cl)nc1Cl | 9 | 9

(further entries)
SMILES	CaV13 FRET inh	Glyco luc inh	HTR2A ag	H9c2 protect	MC4R antag cAMP	Exocytosis inh	ABCB6 inh MLPCN	PDI inh	ABHD5-PLIN5 inh	MC4R ag barr
Cc1cc(C)n(CC(C)NCc2cn[nH]c2-c2ccc(C)c(C)c2)n1 (centres undefined)	-20	-1	-5	-3	1	8	279	4	-2	-1.5
Cc1cc(=O)n(-c2ccc(O)cc2)[nH]1	.	3	0	18	1	3	120	3	-28	-1.3
CCCNC(=O)CS(=O)(=O)Cc1nc(-c2cccc(OC)c2)oc1C	-5	-1	-2	6	-3	-3	105	.	8	0.8
O=C(Nc1ccccc1)Nc1cccc2nsnc12	-42	-8	-6	-8	-7	-2	103	1	-7	1.1
COCCN(C(=O)c1ccco1)c1nc(-c2ccc(OC)cc2)cs1	-6	-1	4	1	9	-2	95	4	-4	-0.9
Cn1nccc1-c1ccc(C(=O)Nc2cccc(NS(C)(=O)=O)c2)c2occc12	-11	3	2	9	4	-4	96	-5	-9	-1.6
O=C(Cc1ncc(C(F)(F)F)cc1Cl)NC1CC1	-4	2	3	6	8	3	97	0	0	0.6
Cc1cc(N2CCN(C(=O)Oc3ccc([N+](=O)[O-])cc3)CC2)c2ccccc2n1	-7	.	-1	.	.	1	98	.	3	.
O=C(/C=C/c1ccccc1)OCCCN=C1NS(=O)(=O)c2ccccc21	1	0	-1	-4	1	-2	101	-5	6	-0.5
O=C(O)c1cccc2c1C(=O)N(C1CCCC1)C2	-1	0	-1	-1	6	2	100	5	-2	0.8
Cc1cc(CNC(=O)CCc2nnc(CCCCc3ccccc3)o2)nn1C	-5	-1	0	3	4	-10	96	19	4	1.7
C/C(=N\NC(=O)c1c(Cl)c(C)nn1C)c1cccc(NC(=O)COc2ccc(Cl)cc2)c1	-4	1	-4	43	1	-3	93	13	-2	1.1

Of the compounds above, these contain bromine:
SMILES	CaV13 FRET inh	Glyco luc inh	HTR2A ag	H9c2 protect	MC4R antag cAMP	Exocytosis inh	ABCB6 inh MLPCN	PDI inh	ABHD5-PLIN5 inh	MC4R ag barr
O=C(C/C=N\OCc1ccc([N+](=O)[O-])cc1)Nc1ccc(Br)cc1	-7	-1	-5	-8	9	1	213	-2	-2	-3.4
Cc1cc(C)n(-c2nc3c(c(=O)[nH]c(=O)n3C)n2Cc2cccc(Br)c2)n1	0	-2	2	-2	8	0	100	-4	10	-0.7
O=C(/C=C\Nc1ccc(Br)cc1)c1cccnc1	-5	-11	-2	-15	22	0	99	-6	-2	-1.4
O=C1OC(c2cc(Br)c(O)c(Br)c2)c2ccccc21 (centres undefined)	-10	1	2	-1	4	2	93	6	0	-1.6

Looked up by structure from the entries so far:
SMILES	CaV13 FRET inh	Glyco luc inh	HTR2A ag	H9c2 protect	MC4R antag cAMP	Exocytosis inh	ABCB6 inh MLPCN	PDI inh	ABHD5-PLIN5 inh	MC4R ag barr
COC(=O)[C@@H](Cc1ccccc1)NC(=O)[C@H]1O[C@@H](n2cnc3c(N)ncnc32)[C@H](O)[C@@H]1O	-6	1	1	-2	.	7	95	.	-1	.
O=C(O)c1cccc2c1C(=O)N(C1CCCC1)C2	-1	0	-1	-1	6	2	100	5	-2	0.8

Carrying on.
SMILES	CaV13 FRET inh	Glyco luc inh	HTR2A ag	H9c2 protect	MC4R antag cAMP	Exocytosis inh	ABCB6 inh MLPCN	PDI inh	ABHD5-PLIN5 inh	MC4R ag barr
CC(C)OC(=O)CSc1nnc(-c2ccc(Cl)cc2Cl)o1	-5	0	2	-12	13	-8	95	2	2	0.9
COc1ccc2c(CN3CCN(c4ccc(Cl)c(Cl)c4)CC3)cc(=O)oc2c1	-7	0	12	-4	.	-1	94	.	0	.
COc1cc(OC)cc(C(=O)O/N=C(\N)c2ccncc2)c1	-5	3	-1	14	0	-2	96	-4	-3	-1.4
COCCNC(=O)C1CCCN(Cc2ccccc2F)CC1 (centres undefined)	.	3	2	4	-8	11	99	1	0	-1.6
O=C(Nc1ccccc1F)c1ccc(Cn2cc(Br)cn2)cc1	-5	-1	-1	1	4	-14	98	0	-2	-1.5
Cc1ccc(C(C)C)c(OCC(=O)NS(=O)(=O)c2ccc(Cl)cc2)c1	-6	1	7	-6	3	2	98	15	1	-3.6
CCN(CC)CCNC(=O)c1cn(CC)c2ccc(S(=O)(=O)N3CCOCC3)cc2c1=O	-7	2	2	8	0	-20	103	-11	8	1.8
O=C(CCc1ccccc1)Nc1cc2c3c(c1)CC(=O)N3CCC2	-5	1	-4	25	10	-22	99	-15	2	-2.9
COc1ccc(CC(=O)OCC(=O)NC2CCCCC2)cc1	-3	4	10	8	-6	0	97	-3	1	-1.4
Cc1[nH]c2ccccc2c1/C=C(/C#N)C(=O)NC(C)C	5	6	6	3	3	-8	94	-35	3	-0.5
Cc1nc2ccc(NC(=S)NC(C)C)cc2nc1C	-5	0	0	-6	2	-1	98	0	-2	-2.7
Cc1cccc(NC(=O)CCCN2C(=O)c3cccc4cccc(c34)C2=O)c1	-3	3	1	5	0	-6	80	7	1	2.8
O=C(N/C(=C\c1ccco1)C(=O)N1CCCCC1)c1ccc([N+](=O)[O-])cc1	-1	1	0	5	0	1	99	3	-3	-1.4
